FBW7 act: activators of human E3 ligase FBW7; Q969H0; AlphaScreen FBW7–phospho-cyclin E peptide binding, activator screen; normalized activity (activation), % at 26.1 µM; 650,000 tested, 0.13% active; AID 1259310; in the data active = normalized activity above about 1.9%;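 also: purified mutant Fbw7 with reduced substrate affinity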
Target sequence (Q969H0 whole entry, looked up): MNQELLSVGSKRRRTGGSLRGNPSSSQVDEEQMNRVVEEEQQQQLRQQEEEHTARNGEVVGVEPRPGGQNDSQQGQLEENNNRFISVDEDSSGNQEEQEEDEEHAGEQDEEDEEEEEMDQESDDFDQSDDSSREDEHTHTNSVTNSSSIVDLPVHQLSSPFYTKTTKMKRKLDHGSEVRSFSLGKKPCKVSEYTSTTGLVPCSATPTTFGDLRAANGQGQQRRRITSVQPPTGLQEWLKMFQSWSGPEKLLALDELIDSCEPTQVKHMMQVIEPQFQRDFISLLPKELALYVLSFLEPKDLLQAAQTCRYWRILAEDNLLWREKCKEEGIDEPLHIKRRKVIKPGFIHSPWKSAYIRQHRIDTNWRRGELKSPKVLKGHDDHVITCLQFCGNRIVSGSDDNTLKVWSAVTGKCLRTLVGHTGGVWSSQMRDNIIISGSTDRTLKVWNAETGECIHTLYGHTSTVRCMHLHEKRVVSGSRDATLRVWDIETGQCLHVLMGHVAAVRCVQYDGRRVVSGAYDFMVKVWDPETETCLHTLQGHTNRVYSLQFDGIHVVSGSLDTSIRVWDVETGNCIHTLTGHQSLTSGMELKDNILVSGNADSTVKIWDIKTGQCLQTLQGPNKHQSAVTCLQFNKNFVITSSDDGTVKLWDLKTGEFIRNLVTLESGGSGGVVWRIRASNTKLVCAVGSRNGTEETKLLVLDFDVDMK
TEAD-YAP inh: TEAD-YAP interaction inhibition; 640,000 tested, 1.4% active; HEK-TIYL cells, TEAD-Gal4/YAP UAS-luciferase luminescence; AID 1259422; inhibition, % at 9.12 µM; in the data active = inhibition above about 32%;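 also: 0% = median of test compound wells and 100% = reference inhibitor wells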
GPR151 activ: human GPR151 activation | Q8TDV0 | PathHunter beta-arrestin GPR151 cells, luminescence | activation, % at 11.2 µM | 650,000 tested, 1% active | AID 1508602; in the data active = activation above about 4.9%;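 also: 0% = median of compound wells and 100% = cells with positive control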
MITF inh: inhibitors of human MITF; AID 1259374; inhibition, % at 2.6 µM; AlphaScreen MITF homodimerization, bead proximity signal; O75030; 650,000 tested, 0.91% active; in the data active = inhibition above about 50%;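 also: 0% = vehicle wells with protein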
Numbers without * were called inactive.

SMILES	FBW7 act	TEAD-YAP inh	GPR151 activ	MITF inh
CC(C)C(C(=O)NCc1ccccc1)N1Cc2ccccc2C1=O (configuration not stated)	0.1	-2	0.1	-2
O=C1N=C(N2CCOCC2)S/C1=C/c1ccc(F)cc1	0.0	-3	0.6	8
CCN(CCS(=O)(=O)c1ccc(Cl)cc1)Cc1nc2ccccc2c(=O)[nH]1	0.1	0	-1.2	2
CCOc1ccc(NC(=O)CCC(=O)NNC(=O)Nc2cccc(Cl)c2)cc1	0.2	13	-1.5	16
O=C(NCC1c2ccccc2CCN1C(=O)c1ccccc1)c1ccccc1 (configuration not stated)	0.0	-4	0.8	18
CCOc1ccc(NC(=O)CSc2nnc3c(n2)[nH]c2ccc(S(=O)(=O)N4CCCCC4)cc23)cc1	0.1	2	0.6	11
O=C(NC1CCOC1)c1cccc(OC2CCN(C(=O)C3CC3)CC2)c1 (configuration not stated)	0.0	6	-0.3	0
O=C(O)CCCCCn1c(SCc2nc3ccccc3[nH]2)nc2ccsc2c1=O	0.1	-6	-0.1	61*
O=C(NCCN1CCCCC1=O)c1ccc(OC2CCN(CCc3ccccc3)CC2)cc1	-0.1	-35	-0.6	13
COc1ccc(NC(=O)C2C(=S)NC(N)=C(C#N)C2c2ccc(Cl)cc2)cc1 (configuration not stated)	-0.3	12	-0.8	-7
Fc1cccc(-c2cnc3c(Nc4ccc5[nH]ccc5c4)nccn23)c1	0.4	13	-2.6	-22
O=CNNC(=O)C(O)(c1ccc(Br)cc1)c1ccc(Br)cc1	0.1	6	1.8	1
O=c1oc2ccccc2cc1-[n+]1ccccc1	-0.1	13	-0.4	8
O=C(c1cccc(F)c1)N1CCN(C2=NN=C(c3cccs3)CS2)CC1	-0.6	-25	-0.8	4
Cc1ccccc1NC(=O)c1sc2nc3c(c(-c4ccco4)c2c1N)CCC3	0.1	-1	0.2	-2
COc1ccc2nc(NC(=O)NCc3noc4ccccc34)sc2c1	-0.2	-13	-0.7	-10
O=S1(=O)c2ccccc2N=NN1C1CCN(Cc2ccccc2)CC1	0.0	-6	-1.9	10
COc1ccc(OC)c(NC(=O)CSc2nc(NCc3ccc(Cl)cc3)c3ccccc3n2)c1	0.3	-3	-1.2	-1
Cc1nn(C)c(C)c1-c1nc(C(=O)NC2CCN(Cc3ccccc3)CC2)cs1	0.2	-16	8.7*	8
COc1cc(NC(=O)Cn2cnc3sc(C)c(C)c3c2=O)cc(OC)c1	-0.1	7	-1.3	21
Cc1noc(C)c1C(=O)OC(C(=O)NC1CCCC1)c1ccc(F)cc1 (configuration not stated)	0.4	-3	0.3	12
COc1cc(Nc2cc(NCCN(C(C)C)C(C)C)ncn2)cc(OC)c1OC	0.1	1	-1.2	-1
COCCNc1ccc2ncc(-c3cccc(N)c3)n2n1	-0.2	4	0.2	-10
Cc1ccc(-c2c(C#N)c(N)nc(C)c2-c2ccccc2)o1	0.0	2	-1.0	2
CCOC(=O)c1sc2nc(SCC#N)n(Cc3cccc(Cl)c3)c(=O)c2c1C	0.6	2	0.7	6
COc1ccc(NC(=O)NNC(=O)CSc2nc3ccccc3s2)c(OC)c1	0.7	13	-0.6	30
CCOC(=O)c1c(NC(=O)/C=C/c2ccc(OC)c(S(=O)(=O)N3CCCCC3)c2)sc2c1CCCC2	0.1	2	-1.2	8
C#CCN1C(=O)C2(OCCO2)c2cc(Cl)ccc21	-0.3	-4	-0.3	-7
CCCSc1nnc2c(n1)OC(c1ccc(OC)c(OC)c1)Nc1ccccc1-2 (configuration not stated)	0.0	-27	2.3	2
CCn1cc(CN2CCN3C(=O)[C@H]([C@@H](C)O)NC(=O)[C@H]3C2)c(C)n1	-0.1	7	1.1	-1
N=C1/C(=C/c2cccs2)C(=O)N=C2SC(C(F)(F)F)=NN12	-0.1	2	-0.6	0
Cc1cccc(C)c1NC(=O)NC1(C(=O)NCc2cccnc2)CCCCC1	0.0	-3	1.3	8
COc1ccc(/C=C/C(=O)Nc2ccc(F)c(Cl)c2)cc1OC	-0.1	7	1.9	1
COc1ccc(-c2nnc3n2C(C)(C)Cc2cc(OC)c(OC)cc2-3)cc1	0.0	3	-1.0	7
CC1(C)Oc2ccc(C(=O)N3CCCCCC3)cc2N(CC(=O)c2ccccc2)C1=O	0.3	-10	-1.0	11
c1ccc(-c2nonc2NCNc2nonc2-c2ccccc2)cc1	0.0	-6	-1.1	3
COc1ccc(OC)c(N(CC(=O)N(C)C)S(=O)(=O)c2ccccc2)c1	-0.1	-7	-1.1	-2
COCCCNC(=O)CCNS(=O)(=O)c1ccc(C)cc1	0.6	-3	-0.4	20
CC(=O)CC1(C(C#N)C#N)C(=O)Nc2ccccc21 (configuration not stated)	-0.1	-11	1.1	17
COc1ccc(/C=c2\sc3nc(-c4ccncc4)nn3c2=O)cc1OC	0.5	12	-1.4	20
CC1CCN(C(=S)Nc2ccc(Cl)c(Cl)c2)CC1	0.1	-2	-0.9	-11
O=C(NNc1ccccc1)c1cccc(C(F)(F)F)c1	0.1	-12	0.7	-3
CCCCCC(O)CCc1n[nH]c(=S)n1C (configuration not stated)	0.5	7	0.6	9
CCC(=O)N1c2cc(C)c(C)cc2C(=C2SC(C(=O)OC)=C(C(=O)OC)S2)C(=S)C1(C)C	0.6	15	-1.4	4
O=C(CCn1nnc2ccccc2c1=O)NCc1ccccc1Cl	-0.2	2	-1.4	5
Cc1ccc(C)c(C(=O)COC(=O)c2cccc(NC(=O)Cc3ccccc3)c2)c1	0.1	42*	-0.3	1
COc1ccc(N2C(=O)NC(=O)C2C)cc1Cl (configuration not stated)	-0.1	-4	1.2	36
COc1cccc(C2CC(c3cccs3)=NN2C(=O)CSc2nnc(CNC(=O)c3ccco3)n2-c2cc(C)ccc2C)c1OC (configuration not stated)	-0.1	-2	0.5	14
O=C(Cc1c(Cl)cccc1Cl)N1CCC2(CC1)CC(O)(c1nccs1)CO2 (configuration not stated)	-0.1	-9	1.3	-2
Cc1cc(C)nc(SC(C)C(=O)N/N=C/c2cccs2)n1 (configuration not stated)	0.4	-2	1.6	-9
CC1(C)CC2CC(C1)N(S(=O)(=O)c1ccc(C(=O)O)cc1)C2 (configuration not stated)	0.0	8	-1.2	3
CCN1c2ncccc2C(=O)NC12CCN(C(=O)Cc1n[nH]c(=O)c3ccccc13)CC2	0.0	-8	-1.2	-15
COc1cc(NC(=O)c2ccc3nc(Nc4cnccn4)sc3c2)cc(OC)c1OC	0.0	-6	2.9	5
COc1ccc(-c2nn(-c3ccccc3)cc2/C=C\C(=O)N2CCOCC2)cc1	-0.1	4	-0.5	12
COc1ccc(-n2c(CNC(=O)c3ccccc3)n[nH]c2=S)cc1	-0.3	-10	1.7	-19
Cc1ccc2c(c1)-c1c(ssc1=S)C(C)(C)N2C(=O)c1ccccc1	-0.1	4	0.2	9
CC(C)CCOc1ccc(-c2nn(-c3ccccc3)cc2/C=c2\sc3nc(-c4ccncc4)nn3c2=O)cc1	0.2	13	-0.2	-58
COc1ccc(NC(=O)c2cc(-c3ccc(Br)cc3)nc3ccccc23)cc1	0.0	-23	0.9	12
CC(=O)c1cccc(N2C(=O)C=CC2=O)c1	0.0	0	1.6	-4
O=C(COc1ccc2c(c1)OCO2)NNC(=O)c1ccc(F)cc1	0.4	-10	0.9	15
Later entries.
SMILES	FBW7 act	TEAD-YAP inh	GPR151 activ	MITF inh
OC(CNCCc1ccc(Cl)cc1)COCc1ccco1 (configuration not stated)	-0.2	7	-0.2	41
COc1cc(/C=C2/C(=O)N(c3ccccc3)N=C2CSc2ccc(Cl)cc2)ccc1O	0.3	-11	-0.2	8
O=[N+]([O-])c1ccc(N2CCN(c3nc4ccccc4n4cnnc34)CC2)cc1	0.0	-10	-0.5	-1
CC(NC(=S)c1ccncc1)c1ccccc1 (configuration not stated)	0.7	4	0.4	3
Cn1c(=O)c2c(nc(NC3CCCCC3)n2CCC#N)n(C)c1=O	0.0	-8	-0.9	10
N#C/C(=C\c1ccc(OC(F)F)cc1)C(=O)N1CCCC1	0.2	3	0.4	12
CCCCC(=O)NC(c1ccc(OC)c(OC)c1)c1cc([N+](=O)[O-])c2cccnc2c1O (configuration not stated)	-0.2	-8	2.1	51*
CCn1c(=O)c(C(=O)NC(C)C)c(O)c2ccccc21	-0.1	8	0.6	-6
CCN(CC)C(=O)CS(=O)c1ccccc1[N+](=O)[O-] (configuration not stated)	0.0	-1	1.3	2
Cn1c(COc2ccc3c(c2)OCO3)nnc1SCC(=O)O	0.0	-10	-0.3	-12
COCCCN1C(=O)C2C(C(=O)Nc3cccc(OC)c3)C3C=CC2(O3)C1C(=O)NC1CCCCC1C (configuration not stated)	-0.2	9	0.9	-15
COCCN(C(=O)NC(C)C)C1CCN(CCc2ccccn2)CC1	1.0	-3	-2.0	7
CCc1ccc(-n2c(=S)sc3c(=O)n(-c4ccc(C)cc4)c(SCc4cccnc4)nc32)cc1	0.0	-5	-0.6	1
CCOC(=O)C1=C(C)N=c2s/c(=C\c3cccs3)c(=O)n2C1c1cccc(OC)c1 (configuration not stated)	0.1	-4	1.1	2
COCc1nnc(NC(=O)Cc2ccc(OC)c(OC)c2)s1	-0.2	1	-0.1	-12
COc1ccc(C(=O)/C=C/Nc2ccc([N+](=O)[O-])cc2Br)cc1	0.1	10	-0.7	-5
N#CC(C#N)=C1CCCc2ccccc2N1	-0.4	-6	0.1	6
O=C(NCCO)C(=O)Nc1ccc2c(c1)OCO2	0.6	-11	0.6	14
COCCNC(=O)CCC1CCN(Cc2c(F)cccc2Cl)CC1	0.1	-4	-1.8	16
Cc1ccc2nc(N3CCCCC3)c(/C=C3/SC(=S)N(CC(=O)O)C3=O)c(=O)n2c1	0.1	2	0.8	-10
CCOc1ccc(OCCO/N=C/c2ccc(OC)cc2OC)cc1	0.2	1	1.9	12
CCOC(=O)CSc1nc2ccsc2c(=O)n1Cc1ccc(F)cc1	-0.1	-12	-0.2	-4
N#CCCSc1ccccc1NC(=O)c1nc2ccccc2s1	0.0	-3	-1.2	-12
Cc1ccc(OCC(=O)Nc2cc(-c3nc4cc(C)cc(C)c4o3)ccc2C)c(C)c1	0.2	6	-0.3	0
Cc1cccc(-n2ncc3c(=O)n(CC(=O)N4CCCCCC4)cnc32)c1C	0.0	-10	-2.8	-2
Cc1nc2cnc(-c3cccnc3)cn2c1NC(=O)c1ccc(C(C)C)cc1	0.2	1	0.3	17
COC(=O)c1sc(NC(=O)CSc2ncnc3sc4c(c23)CCCC4)c(C(=O)OC)c1C	-0.1	7	0.2	-10
O=C(Nc1nc(-c2ccc([N+](=O)[O-])cc2)cs1)C1c2ccccc2Oc2ccccc21	0.0	10	0.0	12
CCc1nnc(NC(=O)CSc2nnc(-c3ccoc3C)n2-c2ccc(F)cc2)s1	0.0	-8	0.2	5
C=CCOc1ccc(/C=C2/C(=O)N(c3ccccc3)N=C2C)cc1	0.7	5	-1.0	10
Cc1ccc(S(=O)(=O)NCCC(=O)N2CCOCCOCCOCC2)cc1	0.0	9	0.7	-2
N#CC1=C(SCc2ccccc2)NC(=O)CC1c1ccc2c(c1)OCO2 (configuration not stated)	-0.1	9	0.3	13

Of the compounds above, 15 contain an aryl thioether with sulfur outside any ring.
SMILES	FBW7 act	TEAD-YAP inh	GPR151 activ	MITF inh
CCOc1ccc(NC(=O)CSc2nnc3c(n2)[nH]c2ccc(S(=O)(=O)N4CCCCC4)cc23)cc1	0.1	2	0.6	11
O=C(O)CCCCCn1c(SCc2nc3ccccc3[nH]2)nc2ccsc2c1=O	0.1	-6	-0.1	61*
COc1ccc(OC)c(NC(=O)CSc2nc(NCc3ccc(Cl)cc3)c3ccccc3n2)c1	0.3	-3	-1.2	-1
CCOC(=O)c1sc2nc(SCC#N)n(Cc3cccc(Cl)c3)c(=O)c2c1C	0.6	2	0.7	6
COc1ccc(NC(=O)NNC(=O)CSc2nc3ccccc3s2)c(OC)c1	0.7	13	-0.6	30
CCCSc1nnc2c(n1)OC(c1ccc(OC)c(OC)c1)Nc1ccccc1-2 (configuration not stated)	0.0	-27	2.3	2
COc1cccc(C2CC(c3cccs3)=NN2C(=O)CSc2nnc(CNC(=O)c3ccco3)n2-c2cc(C)ccc2C)c1OC (configuration not stated)	-0.1	-2	0.5	14
Cc1cc(C)nc(SC(C)C(=O)N/N=C/c2cccs2)n1 (configuration not stated)	0.4	-2	1.6	-9
COc1cc(/C=C2/C(=O)N(c3ccccc3)N=C2CSc2ccc(Cl)cc2)ccc1O	0.3	-11	-0.2	8
Cn1c(COc2ccc3c(c2)OCO3)nnc1SCC(=O)O	0.0	-10	-0.3	-12
CCc1ccc(-n2c(=S)sc3c(=O)n(-c4ccc(C)cc4)c(SCc4cccnc4)nc32)cc1	0.0	-5	-0.6	1
CCOC(=O)CSc1nc2ccsc2c(=O)n1Cc1ccc(F)cc1	-0.1	-12	-0.2	-4
N#CCCSc1ccccc1NC(=O)c1nc2ccccc2s1	0.0	-3	-1.2	-12
COC(=O)c1sc(NC(=O)CSc2ncnc3sc4c(c23)CCCC4)c(C(=O)OC)c1C	-0.1	7	0.2	-10
CCc1nnc(NC(=O)CSc2nnc(-c3ccoc3C)n2-c2ccc(F)cc2)s1	0.0	-8	0.2	5

Rows are unselected; about 3.5% have a hit in one of these screens.
